SW480 rereplic: inducers of DNA re-replication in SW480 colon cancer cells; SW480 DNA re-replication, Hoechst DNA content imaging, 48 h; Potency, µM (titrated, usually from 46.1 µM), for inactives: at the top dose re-replication activation, most hits filed as activators; 340,000 compounds, 1.8% hits; further: potency means the concentration at half of the fitted maximal effect; % of control where 0% means no effect; nearly all actives have a fitted effect of over 55% in size
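250 cells/well; 23 nL cpd via pin tool; 48 hr, 37 C, 5% CO2; Hoechst 40 min; imager read of total nuclear intensity, ex 405/em 500-530 nm.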
HT1080NT lethal: kills 2HG-producing HT-1080-NT fibrosarcoma cells | HT-1080-NT fibrosarcoma viability, CellTiter-Glo ATP luminescence, 48 h | Potency, µM (series often up to 46.1 µM), for inactives: at the top dose activity, negative = less viability, most hits filed as cytotoxic | 360,000 compounds, 1.6% hits | AID 686970;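 further: NT is the 2HG producing partner of a matched IDH1 knockdown line; potency means the concentration at half of the fitted maximal effect; 0% = DMSO-treated cells and -100% = media-only wells without cells; nearly all actives have a fitted effect of over 55% in size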
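Toxicity toward the 2HG-producing NT line was scored as %Activity, normalised to DMSO and no-cell wells, from CellTiter-Glo luminescence after 48 hours' treatment.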
GLP1R cytotox: cytotoxicity in counter-screen for GLP-1R inverse agonists; 410,000 compounds, 0.13% hits; AID 624418; HEK293 cAMP-luciferase reporter cells, luminescence, 24 h; Potency, µM (doses to about 38.3 µM), inactives show top-dose activity change, negative = inhibition, most hits filed as inhibitors;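 further: loss of luciferase light is scored as toxicity; potency means the concentration at half of the fitted maximal effect; on the % scale 0 is the no-effect control and ±100 the full control effect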
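1536-well qHTS counterscreen of the MLSMR; 200 cells/uL, 12 h pre-incubation, 23 nL cpd, 24 h at 37 deg C 5% CO2, luciferase detection reagent, 12 min RT, luminescence. Inhibition = undesired.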
DRD3 agonist: activates the human D3 dopamine receptor | AID 652048 | P35462 | D3R DiscoveRx beta-arrestin cells, luminescence, 90 min | max activation, % | 410,000 compounds, 0.58% hits; in the data active means max activation above about 30%; further: 0% is about no effect; mostly tested at two doses, the higher about 12 µM
Target sequence (P35462 whole entry, looked up): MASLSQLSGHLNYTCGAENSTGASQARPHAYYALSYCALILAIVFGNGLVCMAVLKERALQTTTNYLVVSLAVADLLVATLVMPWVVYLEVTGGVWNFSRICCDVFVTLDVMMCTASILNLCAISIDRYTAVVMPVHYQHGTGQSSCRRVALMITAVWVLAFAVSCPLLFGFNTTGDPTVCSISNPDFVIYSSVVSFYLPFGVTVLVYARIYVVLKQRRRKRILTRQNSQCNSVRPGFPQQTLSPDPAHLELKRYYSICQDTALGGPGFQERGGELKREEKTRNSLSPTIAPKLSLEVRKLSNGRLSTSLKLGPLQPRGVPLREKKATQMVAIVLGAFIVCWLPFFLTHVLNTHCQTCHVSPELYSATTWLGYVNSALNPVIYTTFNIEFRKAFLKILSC
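Agonist-mode cell screen: cells plated at 1500/well and incubated overnight at 37 °C, then exposed to library compounds for 90 min at 37 °C. Detection reagent was added for 30–60 min at room temperature, and luminescence was read.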
MCF10A rereplic: inducers of DNA re-replication in MCF 10A breast cells. MCF 10A DNA re-replication, Hoechst nuclear intensity, 48 h. Potency, µM (titrated, usually from 46.1 µM), for the others: top-dose activity, positive = re-replication, most hits filed as activators. 350,000 compounds, 2.9% hits. AID 624296; further: potency means the concentration at half of the fitted maximal effect; % of control where 0% means no effect; nearly all actives have a fitted effect of over 50% in size
HT1080 IDH1KD tx: HT-1080 IDH1 knockdown cell toxicity (counter line); HT-1080 IDH1 knockdown viability, ATP luminescence, 48 h; Potency, µM (titrated, usually from 46.1 µM), inactives show top-dose activity, negative = toxicity, actives largely listed as cytotoxic; 360,000 compounds, 2% hits;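 further: potency means the concentration at half of the fitted maximal effect; 0% = DMSO wells and -100% = cell-free medium wells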
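Luminescent ATP read-out (CellTiter-Glo, 10 min at room temperature) after 48 h compound exposure at 37 °C gave viability of IDH1-knockdown HT-1080 cells. Activity was normalised to DMSO and cell-free wells, then fitted as concentration-response curves.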
KB-3-1 cytotox: kills parental KB-3-1 adenocarcinoma cells; KB-3-1 viability, CellTiter-Glo ATP luminescence, 72 h; Potency, µM (series often up to 46.1 µM), for the others: top-dose activity change, negative = cytotoxic, most hits filed as cytotoxic; 400,000 compounds, 1.4% hits; further: potency means the concentration at half of the fitted maximal effect; on the % scale 0 is the no-effect control and ±100 the full control effect; nearly all actives have a fitted effect of over 60% in size
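Using CellTiter-Glo luminescence, growth of non-resistant KB-3-1 adenocarcinoma cells is assessed 72 h after pin-tool compound addition at 37 °C. Normalized responses across the concentration series yield fitted curves.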
KB-V1 cytotox: kills drug-selected multidrug resistant KB-V1 cells; KB-V1 MDR cells viability, CellTiter-Glo, 72 h; Potency, µM (highest dose often 46.1 µM), without a hit: at the top dose activity change, negative = cytotoxicity, most hits filed as cytotoxic; 400,000 compounds, 3.4% hits; further: potency means the concentration at half of the fitted maximal effect; on the % scale 0 is the no-effect control and ±100 the full control effect; nearly all actives have a fitted effect of over 60% in size
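Drug-selected KB-V1 cells, grown in DMEM lacking phenol red with 10% FBS, receive compound titrations; after three days at 37 degrees C, surviving cell ATP is quantified by CellTiter-Glo luminescence and responses normalized and curve-fitted.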
IL-1B inflam inh: inflammasome signaling inhibition, IL-1 beta readout. THP-1 LPS/ATP IL-1B secretion, AlphaLISA, 16 h; active compounds read low. 360,000 compounds, 4.7% hits. activity change, % at 57.5 µM; in the data active means activity change below about -50%; inconclusive means mostly about -30% to -49%; further: on the % scale 0 is the no-effect control and ±100 the full control effect
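Secreted IL-1B measured by AlphaLISA bead assay after 16 h compound exposure of THP-1 cells; compounds (final up to 57.5 uM) added 1 h before LPS (250 ng/mL) and ATP (1.25 mM) stimulation; lower signal means less secretion.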
Starred values were filed as active, the others as inactive; i = inactive; ? = inconclusive; · = not tested or not shown; & = joins results of further samples; [ ] = remark or other dose. Unless noted, the call rests on the fitted dose curve; in most records, active means well fitted curve in the direction sought with a large enough effect; inconclusive means small, poorly fitted or top-dose-only effect, or another doubt; inactive means no such curve, though single readings can be large; an effect the other way counts as inactive or inconclusive.

SMILES	SW480 rereplic	HT1080NT lethal	GLP1R cytotox	DRD3 agonist	MCF10A rereplic	HT1080 IDH1KD tx	KB-3-1 cytotox	KB-V1 cytotox	IL-1B inflam inh
CCOC(=O)C1CCCN(S(=O)(=O)c2ccc3c(c2)NC(=O)CO3)C1 (configuration not stated)	-22%	0%	-4%	-1	0%	-28%	-4%	-4%	0
O=C(NNC(=O)C1CCN(S(=O)(=O)c2ccc(Cl)cc2)CC1)c1ccncc1	-5%	1%	0%	6	-7%	2%	1%	6%	0
CCN(CC)c1c([N+](=O)[O-])ncn1C	-4%	10%	-15%	-1	1%	12%	-4%	-8%	15
Cc1nc2c(c(=O)n1CCC1=CCCCC1)c1nc3ccccc3nc1n2/N=C/c1ccco1	10%	1%	-18%	-13	?	17%	-12%	?	-16
CCOC(=O)c1ncccc1NC(=O)CC(=O)Nc1cccnc1C(=O)OCC	?	?	1%	-7	0%	?	1%	-1%	?
CCOC(=O)C1=C(C)NC(C)=C(C(=O)OCC)C1C(=O)OCC(=O)N(C)Cc1ccccc1	0%	-3%	1%	6	-1%	-4%	0%	3%	?
Cc1nn(C(=O)c2c(F)cccc2F)c(C)c1S(=O)(=O)N1CCCCCC1	·	·	6%	-1	·	·	5%	14%	·
CCCCN(C)C(=O)c1nc2ccccn2c1CN1CCN(C/C=C/c2ccccc2)CC1	-3%	-6%	-24%	-3	11%	4%	-3%	?	1
O=C(CNC(=O)C1CCCCC1)NNC(=O)c1ccc(Cl)cc1Cl	-9%	-10%	-1%	0	4%	7%	·	·	7
C=CCN(c1ccccc1)S(=O)(=O)c1cccc(C(=O)NCc2ccco2)c1	2%	?	-10%	-6	1%	?	-8%	18µM*	-15
O=C(Nc1nnc(C2=COCCO2)o1)c1ccc([N+](=O)[O-])cc1	-8%	-4%	10%	7	8%	-24%	5%	?	i
CCCc1nc2cc(C)c(Br)c(C)n2c1CC1CCCCC1	·	?	-30%	-2	·	?	16µM*	0%	?
COc1ccc(N(CC(=O)NC2CCS(=O)(=O)C2)S(=O)(=O)c2cc(C)ccc2C)cc1 (configuration not stated)	-1%	2%	-12%	-8	1%	13%	1%	-18%	5
COc1cc(CN2CCC(Cc3ccccc3)CC2)c([N+](=O)[O-])cc1OC	-1%	-13%	-13%	0	-2%	-22%	-5%	-28%	-7
CCN(CC)c1ccc(C(=C2C=CC(=[N+](CC)CC)C=C2)c2ccc(S(=O)(=O)O)cc2S(=O)(=O)[O-])cc1	-4%	23µM*	?	-15	-4%	?	12µM*	?	-94*
CN1CCN(C(=O)c2ccccc2NC(=O)COc2ccccc2Cl)CC1	-1%	2%	-2%	12	3%	6%	·	·	8
O=C(Nc1cccnc1)c1cc(-c2ccc(Cl)cc2)on1	?	-3%	2%&2%	-4&-7	0%	-1%	?	?	-29
CCCNC(=O)C(=O)NCC1CCCN1CC (configuration not stated)	-1%	7%	0%	0	5%	5%	20%	-3%	1
COc1cc2nc(NCCC(C)C)n3nc(-c4ccccc4)nc3c2cc1OC	·	·	-10%	-13	·	·	-2%	13%	·
O=C(N/N=C\c1cc2c(cc1Cl)OCO2)c1cccnc1	-3%	10%	3%	2	1%	11%	1%	?	-11
CCOC(=O)C1=C(C)N(C)C(=S)NC1c1cccc(Cl)c1Cl (configuration not stated)	6%	0%	3%	7	3%	0%	4%	0%	9
O=C1C2C(C(=O)N1/N=C/c1cc([N+](=O)[O-])c(O)cc1O)C1C=CC2C12CC2 (configuration not stated)	0%	2%	12%	-3	1%	1%	7%	5%	20
O=C(NCN1CCOCC1)c1cnccn1	0%&-6%	12%	-4%	5&4	-2%&1%	12%	6%	116%	13
Cc1ccc(-n2nnnc2CNC(=O)c2ccccc2C)cc1C	·	·	-16%	-5	·	·	15%	-1%	·
COc1ccccc1CNC(=O)CNCC1CCCO1 (configuration not stated)	-16%	23%	-7%	-1	1%	?	1%	17%	-4
CCOC(=O)c1[nH]c(=O)c2ccccc2c1O	-4%	-6%[9.24 µM]	-8%	-14	-1%	0%	4%	0%	-6
NC(=O)CC(NC(=O)Cc1cccc2ccccc12)c1ccc(NC2CCCCC2)c([N+](=O)[O-])c1 (configuration not stated)	-16%	-5%	1%	0	22%	-1%	2%	-9%	68
Cc1nc(C)c(C(=O)Nc2cccc(F)c2)s1	-6%	4%	0%	-7	1%	7%	3%	2%	5
CCc1nn(CC(=O)NC2CCN(Cc3ccccc3)CC2)c(=O)c2cc3cc(F)ccc3n12	-8%	-1%	0%	-12	1%	-2%	7%	-2%	-9
Cc1cccc(C)c1NC(=O)CN(C)CC(=O)N(C)CC(=O)Nc1ccccc1Br	-6%	-12%	2%	4	0%	17%	1%	12%	7
COC(CNC(=O)c1ccc2c(c1)ncn2-c1ccc(F)cc1F)OC	-13%	13%	-8%	7	-1%	15%	-3%	-2%	9
Cc1cc(C)cc(NC(=O)COC(=O)CCc2ccc(S(=O)(=O)N3CCOCC3)cc2)c1	2%	13%	8%	2	2%	21%	3%	4%	1
CC(=O)N1CCN(Cc2nc3cc(NC(=O)c4ccccc4Cl)ccc3n2C)CC1	1%	11%	-7%	2	0%	13%	-17%	6%	57
CCN=C1SC(C(=O)Nc2ccc(Cl)c(Cl)c2)CC(=O)N1CC (configuration not stated)	-34%[inhibitor]	2%	-11%	0	-3%	6%	4%	8%	19
Cc1ccc(CCC(=O)Nc2ccc(Br)cc2)o1	15µM*	-3%	-17%	-7	?	-29%	-5%	0%	?
CCc1ccc(NC(=O)Cn2c3[n+](c4c(F)c(F)ccc42)CCCCC3)cc1	?	-11%	1%	-13	?	-30%	?	3%	?
CS(=O)(=O)Nc1ccc(-c2cn3cccnc3n2)cc1	-44%[inhibitor]	11%	-4%	3	1%	10%	0%	2%	-1
COc1ccc(NC(=O)CSc2nnc(Cn3cnc([N+](=O)[O-])n3)n2C)cc1	-5%	0%	21%	-4	-3%	2%	-24%	?	24
CC1(c2nnc(-c3ccncc3)o2)CC(c2ccc(F)cc2)=NO1 (configuration not stated)	-15%	-2%	9%	-3	10%	-3%	-17%	0%	-23
Cc1ccc(C(=O)Nc2ncn[nH]2)cc1	-2%	4%	-1%	2	0%	18%	3%	1%	11

Shown in markdown: part of the list above.
| mol | SW480 rereplic | HT1080NT lethal | GLP1R cytotox | DRD3 agonist | MCF10A rereplic | HT1080 IDH1KD tx | KB-3-1 cytotox | KB-V1 cytotox | IL-1B inflam inh |
| --- | --- | --- | --- | --- | --- | --- | --- | --- | --- |
| O=C(Nc1cccnc1)c1cc(-c2ccc(Cl)cc2)on1 | ? | -3% | 2%&2% | -4&-7 | 0% | -1% | ? | ? | -29 |
| Cc1nn(C(=O)c2c(F)cccc2F)c(C)c1S(=O)(=O)N1CCCCCC1 | · | · | 6% | -1 | · | · | 5% | 14% | · |

(next part)
SMILES	SW480 rereplic	HT1080NT lethal	GLP1R cytotox	DRD3 agonist	MCF10A rereplic	HT1080 IDH1KD tx	KB-3-1 cytotox	KB-V1 cytotox	IL-1B inflam inh
O=C(C1CCCN(S(=O)(=O)Cc2ccccc2)C1)N1CCc2ccccc21 (configuration not stated)	0%	-13%	-7%	-1	?	-1%	9%	?	14
Cc1ccc(N2CC(C(=O)N3CCOCC3)CC2=O)cc1Cl (configuration not stated)	3%	-2%	0%	1	2%	17%	7%	-30%	3
CC1(C)CC2(CCO1)N1CC3(C)CN2CC(C)(C1)C3O (configuration not stated)	-3%	5%	3%	2	1%	5%	19%	?	-4
COc1ccc(OC)c2sc(N(CCN(C)C)C(=O)c3cc(Cl)sc3Cl)nc12	?	-1%	0%	-9	?	-1%	-23%	10%	0

Structural class, the compounds so far with a Cl atom
SMILES	SW480 rereplic	HT1080NT lethal	GLP1R cytotox	DRD3 agonist	MCF10A rereplic	HT1080 IDH1KD tx	KB-3-1 cytotox	KB-V1 cytotox	IL-1B inflam inh
O=C(NNC(=O)C1CCN(S(=O)(=O)c2ccc(Cl)cc2)CC1)c1ccncc1	-5%	1%	0%	6	-7%	2%	1%	6%	0
O=C(CNC(=O)C1CCCCC1)NNC(=O)c1ccc(Cl)cc1Cl	-9%	-10%	-1%	0	4%	7%	·	·	7
CN1CCN(C(=O)c2ccccc2NC(=O)COc2ccccc2Cl)CC1	-1%	2%	-2%	12	3%	6%	·	·	8
O=C(Nc1cccnc1)c1cc(-c2ccc(Cl)cc2)on1	?	-3%	2%&2%	-4&-7	0%	-1%	?	?	-29
O=C(N/N=C\c1cc2c(cc1Cl)OCO2)c1cccnc1	-3%	10%	3%	2	1%	11%	1%	?	-11
CCOC(=O)C1=C(C)N(C)C(=S)NC1c1cccc(Cl)c1Cl (configuration not stated)	6%	0%	3%	7	3%	0%	4%	0%	9
CC(=O)N1CCN(Cc2nc3cc(NC(=O)c4ccccc4Cl)ccc3n2C)CC1	1%	11%	-7%	2	0%	13%	-17%	6%	57
CCN=C1SC(C(=O)Nc2ccc(Cl)c(Cl)c2)CC(=O)N1CC (configuration not stated)	-34%[inhibitor]	2%	-11%	0	-3%	6%	4%	8%	19
Cc1ccc(N2CC(C(=O)N3CCOCC3)CC2=O)cc1Cl (configuration not stated)	3%	-2%	0%	1	2%	17%	7%	-30%	3
COc1ccc(OC)c2sc(N(CCN(C)C)C(=O)c3cc(Cl)sc3Cl)nc12	?	-1%	0%	-9	?	-1%	-23%	10%	0

Screens from PubChem.
